ATXN viability: reduces viability in counter-screen for ATXN expression inhibitors; S2 cells (HEK-293 line with an ATXN2-luciferase reporter) viability, CellTiter-Fluor protease fluorescence, 24 h; Potency, µM (titrated, usually from 56.7 µM), usual class: cytotoxic; hit rate 0.49% among 400,000; AID 651635; also: potency is read from the fitted curve at half-maximal effect; nearly all actives have a fitted effect of over 40% in size
SW480 rerep: inducers of DNA re-replication in SW480 colon cancer cells; AID 624297; SW480 DNA re-replication, Hoechst DNA content imaging, 48 h; Potency, µM (series often up to 46.1 µM), for the others: at the top dose re-replication activation, hits mostly activators; hit rate 1.8% among 340,000; also: potency is read from the fitted curve at half-maximal effect; % of control where 0% means no effect; nearly all actives have a fitted effect of over 55% in size
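Image-based DNA-content assay: after two days of treatment, nuclei were labelled with the DNA dye Hoechst and imaged, and hits were compounds raising the count of nuclei showing high fluorescence intensity.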
MCF10A rereplic: inducers of DNA re-replication in MCF 10A breast cells; MCF 10A DNA re-replication, Hoechst nuclear intensity, 48 h; Potency, µM (doses to about 46.1 µM), for the others: at the highest dose activity, positive = re-replication, hits mostly activators; hit rate 2.9% among 350,000; also: potency is read from the fitted curve at half-maximal effect; % of control where 0% means no effect; nearly all actives have a fitted effect of over 50% in size
IL1B secr inh: inhibitors of inflammasome signaling (IL-1 beta secretion) | activity change, % at 57.5 µM | THP-1 LPS/ATP IL-1B secretion, AlphaLISA, 16 h; stronger effect = lower value | hit rate 4.7% among 360,000; in the data active = activity change below about -50%; inconclusive = mostly about -30% to -49%; also: % is scaled to controls: 0 for no effect and ±100 for the full control effect
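Secreted IL-1B measured by AlphaLISA bead assay after 16 h compound exposure of THP-1 cells; compounds (final up to 57.5 uM) added 1 h before LPS (250 ng/mL) and ATP (1.25 mM) stimulation; lower signal means less secretion.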
ATXN2 expr inh: ATXN2 expression inhibition; HEK-293 ATXN2-luciferase reporter, luminescence, 24 h; Potency, µM (top dose mostly 57 µM), without a hit: at the top dose activity change, negative = inhibition, hits mostly inhibitors; hit rate 0.72% among 360,000; also: potency is read from the fitted curve at half-maximal effect; % is scaled to controls: 0 for no effect and ±100 for the full control effect; nearly all actives have a fitted effect of over 55% in size
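qHTS (up to 57 uM final) was run with 24 h compound exposure of reporter cells at 37 °C. Each well was multiplexed: SteadyGlo luminescence measured ATXN2-luciferase expression after a fluorogenic Gly-Phe-AFC viability readout (25 uM final).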
HT1080 IDH1KD tx: toxicity to HT-1080 IDH1 knockdown cells (counter line). HT-1080 IDH1 knockdown viability, ATP luminescence, 48 h. hit rate 2% among 360,000. AID 686971. Potency, µM (titrated, usually from 46.1 µM), for inactives: top-dose activity, negative = toxicity, actives largely listed as cytotoxic;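 also: potency is read from the fitted curve at half-maximal effect; 0% = DMSO wells and -100% = cell-free medium wells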
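After a 2 h attachment period, IDH1KD HT-1080 cells took pin-transferred compound for 48 h at 37 °C; ATP-based luminescence after 10 min room-temperature reagent incubation reported viability.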
HT1080NT lethal: kills 2HG-producing HT-1080-NT fibrosarcoma cells; HT-1080-NT fibrosarcoma viability, CellTiter-Glo ATP luminescence, 48 h; Potency, µM (doses to about 46.1 µM), for inactives: at the top dose activity, negative = less viability, hits mostly cytotoxic; hit rate 1.6% among 360,000; AID 686970;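 also: NT is the 2HG producing partner of a matched IDH1 knockdown line; potency is read from the fitted curve at half-maximal effect; 0% = DMSO-treated cells and -100% = media-only wells without cells; nearly all actives have a fitted effect of over 55% in size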
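Compounds were tested in concentration-response format on HT-1080-NT cells for 48 hours at 37 degrees C. Cell viability came from CellTiter-Glo luminescence; curves were classified by r2, response magnitude and activity.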
KB-V1 cytotox: KB-V1 MDR subline cytotoxicity. Potency, µM (titrated, usually from 46.1 µM), without a hit: at the highest dose activity change, negative = cytotoxicity, actives largely listed as cytotoxic. KB-V1 MDR cells viability, CellTiter-Glo, 72 h. AID 1347076. hit rate 3.4% among 400,000; also: potency is read from the fitted curve at half-maximal effect; % is scaled to controls: 0 for no effect and ±100 for the full control effect; nearly all actives have a fitted effect of over 60% in size
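Potencies derive from concentration-effect curves fitted to normalized luminescence (CellTiter-Glo) of KB-V1 cells treated for 72 h at 37 degrees C in phenol-red-free DMEM containing 10% FBS.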
KB-3-1 tox: kills parental KB-3-1 adenocarcinoma cells; KB-3-1 viability, CellTiter-Glo ATP luminescence, 72 h; Potency, µM (titrated, usually from 46.1 µM), for the others: at the highest dose activity change, negative = cytotoxic, most hits filed as cytotoxic; hit rate 1.4% among 400,000; also: potency is read from the fitted curve at half-maximal effect; % is scaled to controls: 0 for no effect and ±100 for the full control effect; nearly all actives have a fitted effect of over 60% in size
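Multi-concentration cytotoxicity screen in KB-3-1 cells grown in DMEM lacking phenol red with 10% FBS. After 72 h at 37 °C with compound, ATP-dependent luminescence was recorded.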
* hit, by the source's call; i = inactive; ? = inconclusive; . = not tested or not shown; ! = not confirmed by another sample; [ ] = another dose, or the depositor's remark. Unless noted, calls follow the shape of the dose curve; as a rule, active = well fitted curve in the direction sought with a large enough effect; inconclusive = small, poorly fitted or top-dose-only effect, or another doubt; inactive = no such curve, though single readings can be large; an effect the other way counts as inactive or inconclusive.

Sequence of screens – ATXN viability	SW480 rerep	MCF10A rereplic	IL1B secr inh	ATXN2 expr inh	HT1080 IDH1KD tx	HT1080NT lethal	KB-V1 cytotox	KB-3-1 tox
COc1ccc(/C=N/NC(=O)c2cccc([N+](=O)[O-])c2)cc1OC(=O)c1ccc(C)cc1
 : i	?	?	26	2%	-12%	-25%	?	?
O=S(=O)(c1ccccc1F)N1CCN(Cc2cc3c(cc2O)OCO3)CC1
 : i	-20%	-6%	-2	.	-3%	6%	22%	0%
CCCCNC(=O)c1cc([N+](=O)[O-])[nH]n1
 : ?	-2%	-1%	22	3%	1%	15%	1%	-1%
CC(=O)c1ccc(N2CCN(S(=O)(=O)c3cccc(S(=O)(=O)N4CCOCC4)c3)CC2)cc1
 : i	-15%	-28%	-5	-7%	12%	4%	1%	-2%
O=C(NC1CCCCC1)C1CCN(S(=O)(=O)N2CCOCC2)CC1
 : i	-1%	11%	21	5%	1%	15%	7%	-105%
Cn1c(=O)cc(OCCCC(=O)NCCN2CCN(c3ccccc3F)CC2)c2ccccc21
 : i	-6%	-1%	23	22%	-4%	5%	16%	5%
Cc1cccc(NC(=O)CSc2ccc(-c3cccs3)nn2)c1C
 : i	-2%	3%	32	14%	-2%	2%	-27%	7%
CCN(Cc1nc(-c2cccc(Cl)c2)no1)CC1CCCO1 (stereo unspecified)
 : i	-126%[inhibitor]	13%	7	33%	-1%	?	-7%	-19%
O=C(CN1C(=O)C2CC=CCC2C1=O)NCC(=O)Nc1ccc(F)c(F)c1 (stereo unspecified)
 : i	-3%	2%	7	7%	-1%	13%	4%	-12%
O=C(NCC(=O)N1CCN(Cc2c(F)cccc2Cl)CC1)c1cccs1
 : i	.	.	-14	.	-7%	3%	?	0%
COC(CNC(=O)CN1CCN(Cc2ccccc2F)C1=O)OC
 : i	7%	-1%	8	.	4%	6%	30%	-1%
O=C(COc1ccccc1)Nc1nnc(C23CC4CC(CC(C4)C2)C3)s1
 : i	5%	1%	-12	41%[activator]	6%	5%	24%	8%
COc1ccc(NC(=S)Nc2ccccn2)c(OC)c1
 : i	3%	10%	-1	52%[activator]	-17%	2%	?	?
COc1ccccc1N1CCN(/N=C/c2ccccc2C(=O)O)CC1
 : i	-12%	0%	7	16%	-4%	4%	-7%	0%
CCCC(C(=O)NC(C)(C)CC)N(Cc1ccco1)C(=O)CNS(=O)(=O)c1ccccc1 (stereo unspecified)
 : i	-3%	-11%	-21	2%	0%	0%	8%	-2%
O=S(=O)(Nc1ccc2c(c1)OCO2)c1cccc(Br)c1
 : i	-3%	11%	-5	5%	5%	8%	-4%	6%
COc1ccc(C(=O)c2cn(Cc3cccc(C)c3)c3cc4c(cc3c2=O)OCCO4)cc1OC
 : ?	.	.	.	-24%	.	.	-1%	-5%
COc1ccc(NC(=O)N(CCCN2CCOCC2)Cc2cccnc2)c(OC)c1
 : i	1%	26%	-13	-6%	5%	-4%	-12%	2%
O=C(COC(=O)c1nc(Cl)ccc1Cl)Nc1ccc2[nH]c(=O)[nH]c2c1
 : i	-1%	3%	21	2%	24%	4%	4%	-1%
CN(C)C(CNC(=O)c1ccc(S(=O)(=O)Nc2ccccc2)cc1)c1ccco1 (stereo unspecified)
 : i	2%	?	11	-7%	-2%	1%	?	4%

An excerpt from above with just KB-V1 cytotox and HT1080 IDH1KD tx.
SMILES | KB-V1 cytotox | HT1080 IDH1KD tx
O=C(COc1ccccc1)Nc1nnc(C23CC4CC(CC(C4)C2)C3)s1 | 24% | 6%
COc1ccc(NC(=S)Nc2ccccn2)c(OC)c1 | ? | -17%

Continuation.
Sequence of screens – ATXN viability	SW480 rerep	MCF10A rereplic	IL1B secr inh	ATXN2 expr inh	HT1080 IDH1KD tx	HT1080NT lethal	KB-V1 cytotox	KB-3-1 tox
COC(=O)c1c(NC(=O)CCS(=O)(=O)c2ccccc2)sc2c1CCN(C)C2
 : i	?	?	?	0%	16%	15%	.	.
Cc1cccc(NC(=O)CSc2nc3ccc(NC(=O)COc4ccccc4C)cc3s2)c1
 : ?	.	.	.	-21%	.	.	-33%	?
COC(=O)c1ccccc1NC(=O)CSc1n[nH]c(-c2ccco2)n1
 : i	-1%	1%	3	3%	-1%	-17%	-11%	-3%
Cc1cc(C)c(-c2csc(NC(=O)/C=C/c3cccs3)n2)c(C)c1
 : i	?	?	-14	?	-27%	-24%	5.2µM*	?
COCCNC(=O)CSc1nnc(-c2ccccc2)c(-c2ccccc2)n1
 : i	-10%	0%	9	4%[11.3 µM]	16%	4%	0%	14%
C=C(c1ccccc1O)n1ccnc1
 : i	1%	-3%	-7	-13%	16%	11%	20%	1%
COc1ccc(NC(=O)CCCCn2c(=O)[nH]c3ccccc3c2=O)cc1
 : i	-10%	1%	10	-3%	0%	-2%	-7%	7%
NC(=NCCc1ccccc1)NC(=O)c1cc(Cl)ccc1O
 : i	21µM*	?	-11	3%	-22%	-12%	?	?
COC(=O)C(C(=O)Nc1ccccc1C)C1CCCCCC1 (stereo unspecified)
 : i	2%	0%	25	-24%	7%	2%	-10%	0%
Brc1ccc(-c2csc3ncnc(-n4nnc5ccccc54)c23)cc1
 : ?	?	?	?	-28%	-24%	1%	?	?
Cc1cc(C)cc(N(CC(=O)NC(C)(C)C)C(=O)CCC(=O)Nc2nccs2)c1
 : i	?	5%	-11	-11%	-3%	-2%	-4%	-11%
Cc1cc(NC(=O)CSc2nc3c(cnn3-c3cccc(Cl)c3)c(=O)[nH]2)no1
 : i	-3%	?	32	-1%	-7%	2%	11%	0%
CC(C)(C)c1csc(NC(=O)c2ccc(Br)o2)n1
 : i	?	15%	?	12%	-5%	-27%	?	-29%
CC(O)(C#CCN1CCCC1)c1ccccc1 (stereo unspecified)
 : ?	0%	0%	7	-3%	18%	0%	2%	-9%
Cc1nc(NCCc2ccccc2F)c(C#N)c(C)c1[N+](=O)[O-]
 : i	-6%	3%	5	-2%	-2%	-6%	?	-20%
CN(CC(=O)Nc1ccc(Cl)cc1)C(=O)CNC(=O)c1ccc2c(c1)OCO2
 : i	2%	8%	19	1%	-20%	-8%	?	8%
O=C(O)c1ccccc1Nc1ccc2nonc2c1[N+](=O)[O-]
 : i	-20%	0%	12	3%	11%	-2%	?	12%
COc1ccccc1CNC(=O)COC(=O)CSc1ccc(C)c(C)c1
 : i	?	-8%	12	3%	2%	8%	-10%	6%
CCc1cccc(N2C(=O)N(Cc3c(F)cccc3Cl)c3ccccc3S2(=O)=O)c1
 : i	.	.	.	8%	.	.	?	-18%
CCc1nc2ccc(C(=O)N3CCN(S(=O)(=O)CC)CC3)cn2c1N(C)C(=O)C1CCCCC1
 : i	.	.	59	1%	1%	16%	-4%	0%
CC1=C(C(=O)OCc2ccccc2)C(c2ccc(N(C)C)cc2)NC(=O)N1 (stereo unspecified)
 : i	?	?	-60*	-1%	-8%	-19%	?	13%
CCSc1c(-c2ccccc2)nc2c(C)cccc2c1C(=O)O
 : i	1%	1%	6	7%	12%	7%	27%	3%
COc1cc(OC)c2c3c(c(C4CCCCC4)nc2c1)CCC3
 : ?	-4%	-2%	51	-8%	8%	9%	7%	-17%
OC1(c2cccc(C(F)(F)F)c2)CCN(c2ncnc3c2[nH]c2ccc(F)cc23)CC1
 : i	?	?	-68*	6%	18µM*	23µM*	-4%	0%
COc1ccc(CC(=O)Nc2ccc(-c3nc4ccccc4s3)c(C)c2)cc1OC
 : i	.	.	.	9%	.	.	?	-6%
CC1(C(=O)Nc2cnc3ccccc3c2)CCN1C(=O)c1ccccc1CCc1ccccc1 (stereo unspecified)
 : i	.	.	-10	20µM*	?	?	18µM*	?
COc1cc(-c2noc(C)c2C#Cc2ccsc2)cc(OC)c1OC
 : i	?	?	72	0%	0.52µM*	?	3.3µM*!	?
CCCCNC(=O)[C@H]1C[C@H]1[C@@H](O)[C@H](CO)NC(=O)[C@H](COCc1ccccc1)NC(=O)OC(C)(C)C
 : i	-5%	-7%	1	3%	8%	10%	3%	8%
COc1cc(C(NC=O)C(=O)Nc2c(C)cccc2C)ccc1O (stereo unspecified)
 : i	-22%	-6%	4	20%	10%	9%	?	0%
CCCCn1c2nc3ccccc3nc2c2c(=O)n(-c3ccccc3)cnc21
 : i	?	?	-1	-12%[11.3 µM]	1%	3%	-24%	3%
Cc1nc(N)nc(N)c1-c1ccc(Cl)c(Cl)c1
 : i	13%	28%	-11	7.9µM*!	0.58µM*	?	0%	?
COc1ccc(NC(=O)CCC(=O)N2CCCC2)c([N+](=O)[O-])c1
 : i	1%	0%	-5	5%	21%	17%	0%	2%
NC(=O)[C@@H]1CCCN1Cc1nc(Cc2ccccc2F)no1
 : i	-19%	0%	-26	.	-1%	0%	4%	8%
O=S1(=O)CC(N2CCCC2)CN1Cc1cn(Cc2ccc(Cl)cc2)nn1 (stereo unspecified)
 : i	.	.	14	22%	14%	18%	-26%	8%
O=C(Cc1ccccc1)O/N=C1\CCCc2ccccc21
 : i	1%	12%	-8	.	21%	-3%	-6%	6%
O=C(c1cccs1)N1CCN(C2CCN(Cc3ccccc3)CC2)CC1
 : i	-4%	1%	-5	-3%	11%	8%	0%	2%
Cc1noc(C)c1NC(=O)N(C)C[C@H]1Oc2ccc(NS(=O)(=O)c3cccs3)cc2C(=O)N([C@H](C)CO)C[C@@H]1C
 : i	2%	9%	-3	9%	-9%	17%	8%	12%
COc1cc2c(-c3ccc(C)cc3)nc3c(c(C)nn3-c3ccccc3)c2cc1OC
 : i	.	.	.	-6%	.	.	?	13%
COc1ccc(NC(=S)N2CCN(Cc3ccccc3)CC2)cc1
 : i	-2%	6%	6	8%	2%	3%	5%	1%
CCOc1cccc(=O)c2c(C)n(CC(=O)c3ccccc3)c(C)c12
 : i	19%	20%	-59*	-21%	-4%	-7%	?	0%
